# PKM2 act: PKM2 (human) enzyme activation. P14618. purified PKM2, Kinase-Glo ATP luminescence, activation; response scale: 0% is enzyme alone, no compound. Potency, µM (highest dose often 57.5 µM), inactives show top-dose activation, actives largely listed as activators. hit rate 0.34% among 260,000. AID 1631; note: potency is the fitted concentration of half-maximal effect; % is set by controls: 0 for no effect and ±100 for the full control effect; nearly all actives have a fitted effect of over 55% in size
#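 ATP formation by purified human PK-M2, quantified via coupled luciferase luminescence after 1 h at room temperature with 0.1 mM ADP and 0.5 mM PEP final.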
# Menin-MLL TR inh: menin-MLL binding inhibition, Texas Red mutant peptide | Potency, µM (titrated, usually from 61.6 µM), without a hit: at the top dose FP activity change, negative = inhibition, usual class: inhibitors | hit rate 0.23% among 270,000 | Menin + Texas Red MLL mutant peptide, fluorescence polarization | O00255 | AID 1768; active = well fitted inhibition curve with a large enough effect in the polarisation, with a control signal flat, not every such curve was filed as active; inconclusive = small, poorly fitted or top-dose-only effect, or effect the other way, or a change in a side signal; inactive = no such curve, though single readings can be large or run the other way; the % refers to the polarisation; note: potency is the fitted concentration of half-maximal effect; % of control where 0% means no effect; many of its hits are not listed in these tables
# B2AR arrestin: agonists driving beta-arrestin recruitment to human beta2-adrenergic receptor; AID 492947; P07550; beta-arrestin recruitment to beta2AR, cell-based reporter; hit rate 0.02% among 330,000; Potency, µM (top dose mostly 46.1 µM), without a hit: at the highest dose activation, hits mostly activators;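 note: potency is the fitted concentration of half-maximal effect; 0% = DMSO controls and full agonism = EC100 isoproterenol or metaproterenol; nearly all actives have a fitted effect of over 65% in size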
# TRPV1 agonist: agonists of human vanilloid receptor 1 (TRPV1); hit rate 0.19% among 320,000; TRPV1-expressing cells, Fluo-8 calcium influx, agonist mode; activation, % at 8.33 µM; in the data active = activation above about 80%; inconclusive = between about 30% and that limit; note: 0% is about no effect
# Target sequence (Q8NER1 whole entry, looked up): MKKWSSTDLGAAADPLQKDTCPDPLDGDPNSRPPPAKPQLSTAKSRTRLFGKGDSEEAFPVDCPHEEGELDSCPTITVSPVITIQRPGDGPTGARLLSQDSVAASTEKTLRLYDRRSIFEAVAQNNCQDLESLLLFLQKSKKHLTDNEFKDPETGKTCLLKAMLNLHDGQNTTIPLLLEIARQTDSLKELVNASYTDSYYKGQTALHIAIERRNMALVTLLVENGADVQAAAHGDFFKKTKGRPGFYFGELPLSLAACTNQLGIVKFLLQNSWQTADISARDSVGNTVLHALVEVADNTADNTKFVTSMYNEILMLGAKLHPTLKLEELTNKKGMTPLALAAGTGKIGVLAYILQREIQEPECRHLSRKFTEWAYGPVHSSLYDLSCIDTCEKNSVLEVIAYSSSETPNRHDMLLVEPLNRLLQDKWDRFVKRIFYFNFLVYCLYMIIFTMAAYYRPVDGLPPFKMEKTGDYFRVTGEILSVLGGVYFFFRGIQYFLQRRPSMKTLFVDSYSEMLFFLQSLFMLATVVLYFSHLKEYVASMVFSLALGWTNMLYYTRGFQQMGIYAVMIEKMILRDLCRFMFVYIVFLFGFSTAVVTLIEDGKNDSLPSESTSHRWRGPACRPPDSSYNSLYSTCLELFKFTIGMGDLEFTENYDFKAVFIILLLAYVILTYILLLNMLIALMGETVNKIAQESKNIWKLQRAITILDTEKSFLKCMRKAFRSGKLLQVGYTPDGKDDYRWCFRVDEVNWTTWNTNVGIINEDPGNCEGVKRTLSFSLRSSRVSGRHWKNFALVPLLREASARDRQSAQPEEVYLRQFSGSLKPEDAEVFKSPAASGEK
#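 TRPV1-expressing cells were cultured overnight at 35.5C and loaded with Fluo-8 calcium dye for 40 to 90 min at room temperature. After a 10 s baseline, compound was added and calcium influx was read kinetically for 3 min (ex 480/em 520 nm).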
# FBPA coupling cs: inhibits coupling enzyme system, counter-screen for aldolase hits; coupling enzyme system counterscreen, AmpLite Red fluorescence; activity change, negative = inhibition, % at 58.2 µM, hits read low; hit rate 0.67% among 290,000; in the data active = activity change below about -30%; note: % is set by controls: 0 for no effect and ±100 for the full control effect
#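 Final compound at 57.5 uM, incubated 10 min at RT with coupling enzyme reagent (glyceraldehyde-3-phosphate), then 20 min with substrate and AmpLite Red detection. Fluorescence read at 525/598 nm; tests interference with the coupling assay, not aldolase inhibition.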
# Giardia kill: Giardia lamblia killing; Giardia lamblia trophozoite viability; activity change, % at 7.66 µM, hits read low; hit rate 0.15% among 340,000; AID 540267; in the data active = activity change below about -80%; inconclusive = between about -30% and that limit;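 note: parasites exposed to compound for two days anaerobically before the ATP read; % is set by controls: 0 for no effect and ±100 for the full control effect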
#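 ATP-content bioluminescence gauges trophozoite survival. Cells (100/well) receive compound and incubate anaerobically for 48 hrs at 37 deg C; detection reagent follows for 15-30 min at room temperature.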
# hERG WT inh: inhibitors of human wildtype KCNH2 potassium channel; U2OS, BacMam KCNH2, thallium flux FluxOr; active compounds read low; activity change, % at 1.84 µM; hit rate 0.37% among 340,000;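 active = maximum activity change below -70%; inconclusive = maximum activity change between -70% and -50%; inactive = maximum activity change above -50%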; note: % is set by controls: 0 for no effect and ±100 for the full control effect
#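 U2OS cells were transduced with wild-type KCNH2 virus (2.03 x 10^8 / mL) for 4 h at room temperature, then cultured overnight at 37 C. Thallium flux was read with FluxOr dye. Rate constants were normalized to DMSO controls.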
# GALK inh: galactokinase (human) inhibition. P51570. Purified GALK, Kinase-Glo residual ATP luminescence. Potency, µM (highest dose often 57.5 µM), without a hit: at the top dose activity change, negative = inhibition, most hits filed as inhibitors. hit rate 0.007% among 270,000; note: potency is the fitted concentration of half-maximal effect; % is set by controls: 0 for no effect and ±100 for the full control effect
#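 Human GALK (5 nM) with 35 uM ATP and 100 uM galactose in 20 mM HEPES pH 8.0, 5 mM MgCl2, 60 mM NaCl, 1 mM DTT, 0.01% BSA. After 1 h at room temperature, leftover ATP was read by Kinase-Glo Plus luminescence.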
# CXXC DNA block: blocks binding of human MLL CXXC domain to DNA; MLL-CXXC / FITC-HOXA9 DNA fluorescence polarization; Q03164; Potency, µM (series often up to 115 µM), inactives show at the highest dose activity change, negative = inhibition, actives largely listed as inhibitors; hit rate 0.037% among 290,000; active = well fitted inhibition curve with a large enough effect in the polarisation, with a control signal flat, not every such curve was filed as active; inconclusive = small, poorly fitted or top-dose-only effect, or effect the other way, or a change in a side signal; inactive = no such curve, though single readings can be large or run the other way; the % refers to the polarisation; note: potency is the fitted concentration of half-maximal effect
#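 Purified MLL-CXXC (added from a 7 uM solution) was preincubated 5 min at ambient with pinned compounds in 50 mM Tris-HCl pH 7.5, 50 mM NaCl, 1 mM DTT, 0.05% BSA. Fluorescein-labeled HOX-A9 DNA (50 nM solution) followed, 30 min, then polarization read.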
# USP2a block: blocks human ubiquitin-specific protease USP2a. hit rate 0.01% among 330,000. USP2 core, Ub-CHOP2 coupled fluorogenic reporter, 485/531. O75604. Potency, µM (series often up to 38.3 µM), for inactives: at the highest dose activity change, negative = inhibition, usual class: inhibitors;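 note: potency is the fitted concentration of half-maximal effect; plate controls were DMSO wells for no effect and full inhibition by NEM control for full effect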
#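 Deubiquitinase activity read as fluorescence (485/531 nm) after Ub-CHOP2 cleavage activates the enterokinase reporter on its substrate; USP2 core 10nM, Ub-CHOP2 and substrate 25nM each, 30min compound preincubation then 60min RT; data normalized to NEM, curves fitted.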
# KCNH2 3.1 inh: KCNH2 3.1 (human) potassium channel inhibition. U2OS KCNH2 3.1, thallium flux FluxOr; active compounds read low. AID 720553. activity change, % (tested at about 1.8 µM). hit rate 0.95% among 340,000;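 active = maximum activity change below -70%; inconclusive = maximum activity change from -70% to -50%; inactive = maximum activity change above -50%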;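 note: thallium influx rate constant from kinetic fluorescence after stimulation buffer; % is set by controls: 0 for no effect and ±100 for the full control effect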
#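 Channel expression came from 3.1 mutant virus (1.77 x 10^8 /mL) applied to suspended U2OS cells for 4 h. Flux was tracked with FluxOr dye plus Red40 quencher, and kinetic rate constants normalized to controls.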
# * marks the source's active call; other numbers are inactive results; ? = inconclusive; nt = no result given; [ ] = another dose, or the depositor's remark. Unless noted, calls come from the whole dose curve; as a rule, active = well fitted curve in the direction sought with a large enough effect; inconclusive = small, poorly fitted or top-dose-only effect, or another doubt; inactive = no such curve, though single readings can be large; an effect the other way counts as inactive or inconclusive.
SMILES,PKM2 act,Menin-MLL TR inh,B2AR arrestin,TRPV1 agonist,FBPA coupling cs,Giardia kill,hERG WT inh,GALK inh,CXXC DNA block,USP2a block,KCNH2 3.1 inh
COc1ccc(NC(=O)CN2C(=O)NC3(CCCCCC3)C2=O)cc1Cl,nt,nt,-0.2%,nt,nt,36[activator],5,nt,nt,-4%,4
NC(=O)Cn1nc([N+](=O)[O-])nc1Oc1ccc(Br)cc1,3%,1%,3.2%,-6,1,50[activator],-20,0%,-1%,5%,15
N#CCCN(C(=O)COC(=O)c1cccc(S(=O)(=O)N2CCCC2)c1)c1ccc(F)cc1,-3%,-24%,0.2%,2,0,-1,2,-5%,-7%,1%,7
CCOC(=O)C1=C(C)N(c2ccc(OCC)cc2)C(=O)/C1=C\c1ccco1,16%,24%,-0.4%,12,-2,-4,2,-1%,5%,-5%,-1
CCCCC(O)(c1ccc(CC)cc1)C(CN1CCOCC1)c1ccccc1 (stereo not given),nt,?,-0.3%,?,0,-5,7,nt,2%,0%,-7
O=C(NCc1ccc(Cl)cc1)N1CCN(Cc2ccccc2)CC1,1%[11.5 µM],-5%,0.2%,2,4,5,0,-3%,7%,1%,-12
C/C=C(\C)CN1CCC(n2nccc2NC(=O)c2ccc3c(c2)OCO3)CC1,3%,-9%,-0.1%,-8,0,-23,47,4%,12%,-5%,-6
Cc1cccc2c(N=NC(=O)c3ccc(NS(=O)(=O)c4cccs4)cc3)c(O)[nH]c12,nt,nt,-0.3%,-1,nt,-17,18,nt,nt,2%,8
CCOC(=O)Cc1c(C)nc2c(-c3cccc(Br)c3)c[nH]n2c1=O,-1%,?,-0.1%,-2,10,-2,-19,-1%,-9%,-7%,3
CCOc1ccc(N(CC(=O)NCc2ccc(Cl)cc2)S(=O)(=O)c2c(C)noc2C)cc1,nt,nt,-1.0%,2,nt,-16,-12,-2%,23%,5%,6
CCOC(=O)CNc1nc(Cl)nc(NC(C)(C)C)n1,nt,-1%,0.3%,0,2,-12,6,1%,11%,1%,-5
C=CCNC(=O)CN(c1ccc(F)cc1)S(=O)(=O)c1ccc(OC)cc1,11%,5%,-0.5%,0,3,-10,-3,4%,-4%,5%,-8
CCOc1ccc2nc(C(C)O)[nH]c2c1 (stereo not given),-4%,31%[activator],-0.1%,-1,2,-2,16,-5%,11%,2%,-4
Cc1[nH]nc(SCC(=O)N2CCOCC2)c1[N+](=O)[O-],8%,11%,-0.2%,-3,-1,-9,-5,-4%,-2%,0%,0
Cc1ccc(C2C(C(=O)c3sc(C)nc3C)=C(O)C(=O)N2CCCN(C)C)o1 (stereo not given),4%,-8%,-0.1%,-5,1,nt,nt,4%,-4%,0%,nt
Cc1nn(-c2ccc(F)cc2)c(Cl)c1C(=O)OC(C)C(=O)N(C)C1CCCCC1 (stereo not given),nt,nt,0.4%,20,nt,-12,8,nt,nt,-1%,-14
Cc1nc2ccccc2[nH]c1=O,1%,nt,-0.2%,-7,0,-13,-3,0%,5%,4%,-1
CCC(=O)N1CCN(c2ccc(NC(=O)c3ccc(Br)o3)cc2)CC1,-1%,0%,-0.2%,2,0,9,nt,0%,4%,5%,-4
CSc1ccc(C(=O)C2CCCN(C(=O)c3ccsc3)C2)cc1 (stereo not given),0%,-21%,-0.5%,11,4,6,-20,-1%,14%,1%,1
Cn1ncc2c(Nc3ccccc3Cl)nc(Cl)nc21,-4%,12%,0.5%,0,0,8,0,-2%,8%,-2%,-1
CN(C)c1ccc(NC(=O)C2CCCN(S(=O)(=O)c3ccccc3)C2)cc1 (stereo not given),5%,-8%,0.4%,14,-4,-7,-7,3%,-2%,1%,6
CCNC(=O)NC(=O)C(C)OC(=O)CNS(=O)(=O)c1c(Cl)cc(Br)cc1Cl (stereo not given),9%,-6%,-0.9%,9,0,14,-21,10%,-4%,3%,-14
CCCN1C(=O)/C(=C/c2c(N3CCNC(=O)C3CC(=O)OC)nc3c(C)cccn3c2=O)SC1=S (stereo not given),1%,nt,0.1%,?,-5,nt,nt,0%,?,11%,nt
O=C(O)CCc1ccc(-c2cccs2)n1CCC(=O)O,23%,10%,0.5%,-4,-1,5,2,-1%,-6%,0%,8
Cc1c(C)c2c(OCC(=O)N3CCC(O)CC3)cc3c(c2oc1=O)CCC(C)(C)O3,-1%,-8%,0.0%,?,0,-12,-8,nt,1%,3%,8
CSc1nnc(CNS(=O)(=O)c2ccc(Br)cc2)n1C,0%,nt,0.6%,-2,nt,-5,-5,0%,-5%,0%,-2
O=C(CCCC(=O)OCC(Cl)=C(Cl)Cl)Nc1ccccc1,3%,3%,0.3%,-5,6,-14,11,-1%,-16%,-1%,7
CCCN(C1CCS(=O)(=O)C1)S(=O)(=O)c1ccc(F)cc1 (stereo not given),nt,nt,-0.1%,0,nt,6,-8,nt,nt,1%,-7
Nc1nc2ccccc2n1CCOc1ccc(Br)cc1,2%,-5%,-0.1%,-3,-2,-5,10,3%,32%[activator],0%,-91*
CNC(=O)COC(=O)/C=C/c1cccs1,3%,3%,0.0%,5,0,2,-6,-3%,16%,0%,-5
COc1cc(C=NNC(=O)c2ccccc2-n2cccc2)ccc1O,nt,nt,0.4%,nt,nt,-6,0,nt,nt,4%,11
COc1ccc(OCc2ccc(C(=O)N3CCOCC3)cc2)cc1,7%,1%,-1.1%,4,3,11,-15,0%,6%,4%,8
NC(=O)CN1CCN(c2ccccc2F)CC1,-8%,6%,-0.2%,2,3,3,-1,1%,-1%,-5%,-3
O=C(Cc1noc2ccccc12)Nc1ccccn1,-8%,16%,-0.3%,3,2,-30,-5,1%,2%,1%,12
CCCCCN(C(=O)CCC(=O)OCc1ccccc1Cl)c1c(N)n(CCCC)c(=O)[nH]c1=O,-2%,nt,-0.4%,-9,nt,-4,12,-4%,-4%,1%,-6
Cc1cc(C)n(CCN(C)C(=O)c2cc(COc3c(F)cccc3F)on2)n1,0%,-20%,-1.0%,0,1,-5,11,10%,-1%,2%,2
CC(Sc1ccccc1)C(=O)NN=C1CCCCCC1 (stereo not given),-9%,-9%,-0.4%,5,0,6,0,4%,-2%,0%,4
Cc1cccc(N2C(=O)SC(N(CC(=O)O)c3cccc(C)c3)C2=O)c1 (stereo not given),8%,5%[11.7 µM],0.2%,nt,0,3,-1,1%,-8%,-1%,13
Cc1ccc(CNC(=O)c2ccc3c(=O)n(CCCN4CCCC4=O)c(=S)[nH]c3c2)cc1,2%,-3%,-0.7%,9,6,23,0,2%,17%,-2%,-7
CC(C)N(CCNC(=O)c1ccc(NC2=NC3CS(=O)(=O)CC3S2)cc1)Cc1ccco1 (stereo not given),1%,6%,-0.1%,-3,-2,-10,8,nt,6%,1%,-17
Cc1cc(O)c(-c2n[nH]c3c2C(c2cccc(O)c2)N(Cc2cccnc2)C3=O)cc1Cl (stereo not given),8%,42%[activator],3.3%,0,3,1,5,-1%,6%,1%,2
O=C1CCCCC1S(=O)(=O)c1ccccc1 (stereo not given),1%,0%,-3.4%,1,0,-7,0,2%,6%,3%,15
COC(=O)c1ccccc1-c1ccc(C(c2c(C)[nH][nH]c2=O)c2c(C)[nH][nH]c2=O)o1,11%,-22%,-0.6%,14,-1,7,0,-1%,-6%,1%,2

# Shown with bars between the fields: entries from further up
smiles | PKM2 act | Menin-MLL TR inh | B2AR arrestin | TRPV1 agonist | FBPA coupling cs | Giardia kill | hERG WT inh | GALK inh | CXXC DNA block | USP2a block | KCNH2 3.1 inh
CCCN(C1CCS(=O)(=O)C1)S(=O)(=O)c1ccc(F)cc1 (stereo not given) | nt | nt | -0.1% | 0 | nt | 6 | -8 | nt | nt | 1% | -7
Nc1nc2ccccc2n1CCOc1ccc(Br)cc1 | 2% | -5% | -0.1% | -3 | -2 | -5 | 10 | 3% | 32%[activator] | 0% | -91*

# Some entries already given, showing only Giardia kill, PKM2 act and USP2a block:
SMILES | Giardia kill | PKM2 act | USP2a block
O=C1CCCCC1S(=O)(=O)c1ccccc1 (stereo not given) | -7 | 1% | 3%
Cc1c(C)c2c(OCC(=O)N3CCC(O)CC3)cc3c(c2oc1=O)CCC(C)(C)O3 | -12 | -1% | 3%
O=C(Cc1noc2ccccc12)Nc1ccccn1 | -30 | -8% | 1%
O=C(CCCC(=O)OCC(Cl)=C(Cl)Cl)Nc1ccccc1 | -14 | 3% | -1%

# Bioassay records (PubChem BioAssay)

# Only part of the results is shown; the hit share may differ from the screen's.
